Polio RdRp inh – inhibitors of poliovirus RNA polymerase binding and polymerization | P03300 | poliovirus polymerase elongation, fluorescence polarization; active compounds read low | % elongation, % (compound at 16.7 µg/mL) | hit rate 0.66% among 150,000 | AID 588519; in the data active means % elongation below about 90%; further: some results filed as inactive read as strong as hits
Target sequence (P03300 1749-2209 limits assumed): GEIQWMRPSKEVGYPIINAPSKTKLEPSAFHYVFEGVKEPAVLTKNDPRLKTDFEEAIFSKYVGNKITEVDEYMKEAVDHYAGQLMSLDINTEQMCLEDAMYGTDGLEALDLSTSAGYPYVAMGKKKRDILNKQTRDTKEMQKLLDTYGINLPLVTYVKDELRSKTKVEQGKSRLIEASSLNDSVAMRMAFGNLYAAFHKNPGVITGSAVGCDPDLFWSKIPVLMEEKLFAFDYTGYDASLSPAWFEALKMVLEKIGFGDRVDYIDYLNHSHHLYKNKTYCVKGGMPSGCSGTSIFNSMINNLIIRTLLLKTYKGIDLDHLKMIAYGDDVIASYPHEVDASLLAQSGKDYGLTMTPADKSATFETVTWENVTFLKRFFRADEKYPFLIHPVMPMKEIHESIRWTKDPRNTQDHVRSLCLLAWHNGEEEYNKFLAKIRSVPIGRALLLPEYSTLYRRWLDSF
Polio RdRp inh FP z-score – further read-out of Polio RdRp inh, marked with its call; z-score; measured here: FP z-score; hits read low
Starred values were filed as active, the others as inactive; & = joins results of further samples. Not all compounds are listed, so the mix of outcomes need not match the whole.

[1] COc1ccc(-n2nc3c(N4CCCC(C(=O)NCc5ccccc5C)C4)nnc(C)c3c2C)cc1 (configuration not stated)
  Polio RdRp inh: 105.0 | Polio RdRp inh FP z-score: -0.2
[2] Cc1cncn1CCc1nc2c3ccccc3nc(SCC(=O)Nc3cccc(Cl)c3)n2n1
  Polio RdRp inh: 110.0 | Polio RdRp inh FP z-score: 0.8
[3] CC1Cc2ccccc2N1NC(=O)c1ccc(Cl)c(S(N)(=O)=O)c1 (configuration not stated)
  Polio RdRp inh: 100.0 | Polio RdRp inh FP z-score: 0
[4] CC[C@@H]1C(=O)OC[C@@H]1Cc1cncn1C
  Polio RdRp inh: 99.0&101.0 | Polio RdRp inh FP z-score: 0&0.2
[5] CN1CCCN=C1COC(=O)C(O)(c1ccccc1)C1CCCCC1 (configuration not stated)
  Polio RdRp inh: 99.0 | Polio RdRp inh FP z-score: -0.1
[6] C=C[C@H]1CN2CCC1C[C@@H]2[C@@H](O)c1ccnc2ccc(OC)cc12 (some centres not stated)
  Polio RdRp inh: 98.0 | Polio RdRp inh FP z-score: -0.5
[7] COCCn1c(SCC(=O)Nc2ccc(F)c(Cl)c2)nc2c(oc3ccccc32)c1=O
  Polio RdRp inh: 101.0 | Polio RdRp inh FP z-score: -1.1
[8] CCN(CC)CCOC(=O)c1ccc(N)cc1
  Polio RdRp inh: 97.0&102.0 | Polio RdRp inh FP z-score: -0.7&0.7
[9] COc1ccc(C2CNC(=O)C2)cc1OC1CCCC1 (configuration not stated)
  Polio RdRp inh: 98.0&97.0&101.0 | Polio RdRp inh FP z-score: -1.1&-0.8&0.1
[10] C/C=C/C(=O)N(CC)c1ccccc1C
  Polio RdRp inh: 103.0&104.0 | Polio RdRp inh FP z-score: 0.4&0.6
[11] CCCCNc1ccc(C(=O)OCCN(C)C)cc1
  Polio RdRp inh: 98.0&99.0 | Polio RdRp inh FP z-score: -0.1&-0.2
[12] O=C(O)CCC(=O)c1ccc(-c2ccccc2)cc1
  Polio RdRp inh: 99.0&98.0 | Polio RdRp inh FP z-score: -0.1&-0.5
[13] O=C(O)c1cccnc1Nc1cccc(C(F)(F)F)c1
  Polio RdRp inh: 101.0&101.0&98.0&97.0 | Polio RdRp inh FP z-score: 0&0.2&-0.4&-0.5
[14] CC(=O)CCCCn1c(=O)c2c(ncn2C)n(C)c1=O
  Polio RdRp inh: 101.0&100.0 | Polio RdRp inh FP z-score: 0.3&0
[15] CCn1cc(C(=O)O)c(=O)c2cnc(N3CCNCC3)nc21
  Polio RdRp inh: 98.0&100.0 | Polio RdRp inh FP z-score: -0.2&0

[16] O=C(Cn1c(=O)n(Cc2ccco2)c(=O)c2oc3ccccc3c21)Nc1ccccc1
  Polio RdRp inh: 108.0 | Polio RdRp inh FP z-score: 0.4
[17] Cc1nc2c(-c3ccccc3)c(C)[nH]n2c(=O)c1Cc1ccc(Br)cc1
  Polio RdRp inh: 113.0 | Polio RdRp inh FP z-score: 2.4
[18] CCc1ccc(CCOc2ccc(CC3SC(=O)NC3=O)cc2)nc1 (configuration not stated)
  Polio RdRp inh: 101.0 | Polio RdRp inh FP z-score: 0.3
[19] CCCCCCCCCCCCCCC[C@H](O)[C@@H](N)CO
  Polio RdRp inh: 101.0&102.0 | Polio RdRp inh FP z-score: 0.1&0.5
[20] COc1ccc(CC(=O)Nc2c(C(=O)N3CCN(c4ccccc4F)CC3)oc3ccccc23)cc1OC
  Polio RdRp inh: 105.0 | Polio RdRp inh FP z-score: -0.5
[21] O=C(O)c1ccc2ccccc2c1O
  Polio RdRp inh: 100.0 | Polio RdRp inh FP z-score: -0.5
[22] C1COC(NC(C2CC2)C2CC2)=N1
  Polio RdRp inh: 100.0 | Polio RdRp inh FP z-score: -0.1
[23] CCCCn1cnc2cc(NCc3ccccc3Cl)ccc21
  Polio RdRp inh: 103.0 | Polio RdRp inh FP z-score: 0
[24] COc1ccc(-c2cn3cccnc3n2)cc1NC(=O)c1cc(C)cc(C)c1
  Polio RdRp inh: 106.0 | Polio RdRp inh FP z-score: -0.3
[25] CC(C)(CO)[C@H](O)C(=O)NCCC(=O)O
  Polio RdRp inh: 102.0 | Polio RdRp inh FP z-score: 0.3
[26] COc1ccc(Cn2c(SCc3ccc(C(=O)NC4CCCC4)cc3)nc3ccncc32)cc1
  Polio RdRp inh: 106.0 | Polio RdRp inh FP z-score: -0.2

In another format: three of the compounds above.
nr	molecule	Polio RdRp inh	Polio RdRp inh FP z-score
1	COc1ccc(-n2nc3c(N4CCCC(C(=O)NCc5ccccc5C)C4)nnc(C)c3c2C)cc1 (configuration not stated)	105.0	-0.2
2	Cc1cncn1CCc1nc2c3ccccc3nc(SCC(=O)Nc3cccc(Cl)c3)n2n1	110.0	0.8
3	CC1Cc2ccccc2N1NC(=O)c1ccc(Cl)c(S(N)(=O)=O)c1 (configuration not stated)	100.0	0

Profiles from above:
COc1ccc(Cn2c(SCc3ccc(C(=O)NC4CCCC4)cc3)nc3ccncc32)cc1 is entered as Polio RdRp inh = 106.0; Polio RdRp inh FP z-score = -0.2
COc1ccc(CC(=O)Nc2c(C(=O)N3CCN(c4ccccc4F)CC3)oc3ccccc23)cc1OC is entered as Polio RdRp inh = 105.0; Polio RdRp inh FP z-score = -0.5
C1COC(NC(C2CC2)C2CC2)=N1 is entered as Polio RdRp inh = 100.0; Polio RdRp inh FP z-score = -0.1
